T cell HTS = modulates CD8 T cell binding to vesicles; 2C CD8+ T cell-vesicle binding, flow cytometry; hits give low values; 330,000 compounds, 0.068% hits; AID 2052; calls only at 7 µM;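 active = response, share of CD8 T cells binding vesicles, and their 90th percentile fluorescence all below set limits, cut at about 80% in these data, passing the limit was not always enough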
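incubation = binding step 1.5 h, 37 °C, antibody labelling 20 min, ice | test system = 2C mouse CD8+ T cells | read-out basis = percent CD8+ FL2 mean versus row control | controls = Peptide-free naked vesicles (low) and QL9 vesicles with 0.7% DMSO vehicle (high) | detection = flow cytometry of vesicle-bound cells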
Myeloid diff 2 = myeloid differentiation induction; ER-HoxA9 myeloid progenitors, lysozyme-GFP differentiation, flow cytometry; calls only at 10 µM; 360,000 compounds, 1% hits;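 active = normalized GFP-positive differentiation at or above the plate's own cutoff, the solvent-only control mean plus 3 SD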;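 note: cells exposed to compound for four days before flow analysis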
T cell HTS vesicle-bound % = also measured in T cell HTS; calls as there; double positive events, %; measured here: CD8+ vesicle-bound cell fraction;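 binding gate set so that unloaded-vesicle control wells show 10% double positive cells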
Myeloid diff 2 GFP+ MAC1+ % = recorded beside Myeloid diff 2, whose call it bears; GFP+ MAC1+ double positive, %; measured here: differentiation confirmed by MAC1 staining
* = called active by the depositor; i = inactive; + = active, no number; & = joins results of further samples. Some of the compounds tested, so the mix of outcomes need not match the whole.

molecule | T cell HTS | T cell HTS vesicle-bound % | Myeloid diff 2 | Myeloid diff 2 GFP+ MAC1+ %
Cc1cc(C)n2nc(C(=O)OCC(=O)N(C)Cc3ccccc3)nc2n1 | i | 11 | i | 0.7
CCCCCCSc1cccc(-c2nc3ccc(C)cn3c2NCc2ccccc2)c1 | i | 26 | i | 0.7
CCOC(=O)c1c(NC(=O)COC(=O)c2nc(Cl)ccc2Cl)sc(C(=O)N(C)C)c1C | i | 18 | i | 0.5
CCCCn1c(N)c(N(CCC(C)C)C(=O)CCN2C(=O)C3CC=CCC3C2=O)c(=O)[nH]c1=O (configuration not stated) | i | 35 | i | 0.6
CCOc1ccccc1-c1nnc(SCC(=O)NC2(C#N)CCCC2)o1 | i | 45 | i | 0.4
O=C1CC[C@H](O)CCN1[C@H](CSc1ccc(Br)cc1)Cc1ccccc1 | i | 16 | i | 2.0
COCCn1c(SCC(=O)NC2CC2)nc2ccccc21 | i | 26 | i | 1.3
CC(C)c1ccc(CN2CCN(S(=O)(=O)c3ccc(Cl)s3)CC2)cc1 | i | 21 | i | 1.2
CC(C)(CNC(=O)c1cccs1)N1CCOCC1 | i | 32 | i | 0.2
COc1ccc(C(=O)NNC(=S)NC(=O)c2ccc(F)cc2)cc1Br | i | 15 | i | 0.7
Cc1cccc(NC(=O)c2ccc3c(c2)C(=O)N(c2ccccc2C)C3=O)n1 | i | 24 | i | 0.4
O=C(CSc1nc2ccccc2c(=O)n1-c1ccccc1F)NC1CC1 | i | 55 | i | 0.9
Cc1cc(C(=O)CSc2nc(N)cc(N)n2)c(C)n1CC1CCCO1 (configuration not stated) | i | 15 | i | 0.8
O=C(Cn1cc(C(F)(F)F)ccc1=O)NC1CCCC1 | i | 46 | i | 0.8
O=C(COC(=O)COc1ccccc1)Nc1ncc([N+](=O)[O-])s1 | i | 26 | i | 0.4
CN(C(=O)CSc1nnc2n1CCCCC2)C1(C#N)CCCCC1 | i | 29 | i | 2.3
CC1(C)CC(=O)C=C(Nc2cccc(Cl)c2Cl)C1 | i | 18 | i | 0.6
COc1cc(C(=O)OC(C)c2ccc(F)cc2)ccc1OCC(=O)N1CCOCC1 (configuration not stated) | i | 37 | i | 0.6
CCc1cc(=O)[nH]c(SCC(=O)N2CCCC2)n1 | i | 57 | i | 0.7
O=C1CCc2cc(S(=O)(=O)N3CCCCC3)cc3c2N1CC3 | i | 18 | i | 0.7
CN(Cc1ccc(Cl)cc1)C(=O)CNC(=O)C12CC3CC(CC(C3)C1)C2 | i | 49 | i | 1.0
C=CCN1C(=O)c2ccc(C(=O)N(CC)CC(=O)Nc3ccc(OC)cc3)cc2C1=O | i | 54 | i | 0.4
CC(OC(=O)c1cc(S(=O)(=O)N2CCOCC2)ccc1F)C(=O)NCC1CCCCC1 (configuration not stated) | i | 44 | i | 1.3
C[C@H](CO)N1C[C@H](C)[C@@H](CN(C)S(=O)(=O)c2ccc(F)cc2)Oc2ccc(NS(=O)(=O)c3cccs3)cc2C1=O | i | 17 | i | 0.9
C=CCN(c1ccccc1)S(=O)(=O)c1cccc(C(=O)NCC(c2ccccc2OC)N2CCCC2)c1 (configuration not stated) | i | 45 | i | 0.2
O=C(CCNS(=O)(=O)c1ccccc1C(F)(F)F)N1CCN(S(=O)(=O)c2cccc(F)c2)CC1 | i | 33 | i | 0.6
O=C(c1cccc(NS(=O)(=O)c2ccccc2)c1)N1CCN(c2ccccc2)CC1 | i | 48 | i | 0.9
CCN(C(=O)COC(=O)c1ccc(C)c(S(=O)(=O)N2CCOCC2)c1)C1CCS(=O)(=O)C1 (configuration not stated) | i | 28 | i | 0.8
NC(=O)c1ccc(NC(=O)COC(=O)c2n[nH]c3ccccc23)cc1 | i | 38 | i | 0.6
O=C(NNC(=O)c1cc(Cl)nc2ccccc12)c1ccccc1F | i | 55 | i | 1.3
Cc1ccc(C)c(OCC(=O)Nc2c(C)n(C)n(-c3ccccc3)c2=O)c1 | i | 33 | i | 1.0
O=C(COC(=O)COc1ccccc1)NCc1ccc2c(c1)OCO2 | i | 50 | i | 0.7
CC(=O)c1c(C)[nH]c(C(=O)CN2CCN(S(=O)(=O)c3ccccc3[N+](=O)[O-])CC2)c1C | i | 38 | i | 1.0
Cc1cc(NC(=O)COC(=O)c2c(Cl)cccc2Cl)no1 | i | 38 | i | 0.6
COc1ccc(OCC(=O)N(C)CC2COc3ccccc3O2)cc1 (configuration not stated) | i | 54 | i | 1.8
CC(=O)Nc1ccc(S(=O)(=O)NCC(=O)OCC(=O)Nc2sccc2C(N)=O)cc1 | i | 38 | i | 0.4
CCN(C(=O)COC(=O)c1oc2ccc(OC)cc2c1C)C1CCCCC1 | i | 54 | i | 0.6
CCOc1ccc(C(=O)NNC(=O)CCNC(=O)c2ccco2)cc1OC | i | 21 | i | 0.6
Ic1ccc(N2CCN(Cc3c[nH]c4ncccc34)CC2)cc1 | i | 34 | i | 6.5
CC(C)(CNC(=O)c1ccc(-c2ccccc2Cl)o1)N1CCOCC1 | i | 39 | i | 0.9
CCC1CCCCN1Cc1c(O)ccc2c(=O)c(-c3ccccc3OC)coc12 (configuration not stated) | i | 27 | i | 0.4
Cc1ccc(S(=O)(=O)N2CCCCC2CCNC(=O)C(=O)Nc2ccccc2F)cc1 (configuration not stated) | i | 50 | + | 2.7*
Cc1nc(SCC(=O)c2c(N)n(C3CC3)c(=O)[nH]c2=O)[nH]c(=O)c1CCO | i | 38 | i | 0.2
OCC1OC(Oc2c[nH]c3ccccc23)C(O)C(O)C1O (configuration not stated) | i | 12 | i | 2.4
COc1ncc(C2=CC(=O)CC(C)(C)C2)cn1 | i | 36 | i | 1.9
Cc1ccc(SCC(=O)Nc2nnc(-c3ccco3)o2)cc1 | i | 48 | i | 0.6
O=C(O)CCNS(=O)(=O)c1cccc2nsnc12 | i | 33 | i | 1.5
CC(=O)c1ccc(-c2ccc(C(=O)NCC(c3ccc(F)cc3)N3CCOCC3)o2)cc1 (configuration not stated) | i | 47 | i | 0.5
CCOc1ccc(NC(=O)CN(C)C(=O)C2CC(=O)N(CCc3ccccc3)C2)cc1OCC (configuration not stated) | i | 39 | i | 1.6
O=C(N/N=C/C(Cl)=C/c1ccccc1)c1ccc2c(c1)OCO2 | i | 30 | i | 0.9

Continued.
Screens in order – T cell HTS, T cell HTS vesicle-bound %, Myeloid diff 2, Myeloid diff 2 GFP+ MAC1+ %
CC(=O)c1ccc(NC(=O)C(C)Sc2nnc(C3CC3)n2C2CC2)cc1 (configuration not stated)
 : i, 30, i, 1.6
CSc1ccccc1NC(=O)COC(=O)Cc1ccsc1
 : i, 45, i, 0.4
COc1ccccc1CCC(=O)Nc1cc(S(=O)(=O)N2CCOCC2)ccc1N1CCCC1
 : i, 34, i, 0.4
CCOc1ccc(NC(=O)CN(C)C(=O)c2cc([N+](=O)[O-])ccc2N2CCOCC2)cc1OCC
 : i, 43, i, 1.0
CCCCn1c(N)c(N(CCOC)C(=O)CC(NC(=O)c2ccccc2)c2ccccc2)c(=O)[nH]c1=O (configuration not stated)
 : i, 38, i, 0.9
NC(=O)Cn1nc(-c2ccccc2)nc1-c1ccccc1
 : i, 42, i, 0.4
CC(OC(=O)C1CC(=O)N(Cc2ccco2)C1)C(=O)Nc1ccccc1[N+](=O)[O-] (configuration not stated)
 : i, 35, i, 0.2
NCCCCCNC(=O)c1nc[nH]c1C(=O)NCC(=O)OCc1ccccc1
 : i, 27, i, 0.5
CNC(=O)c1ccsc1NC(=O)C1CCN(S(=O)(=O)c2cccs2)CC1
 : i, 43, i, 1.0
CS(=O)(=O)c1ccc(Cl)c(NC(=O)CCCc2nc3ccccc3c(=O)[nH]2)c1
 : i, 52, i, 0.4
CC(OC(=O)CCCN=C1NS(=O)(=O)c2ccccc21)C(=O)Nc1ccc(F)c(F)c1F (configuration not stated)
 : i, 37, i, 0.9
Cn1c(N)c(C(=O)COC(=O)/C=C/c2cccc(Br)c2)c(=O)n(C)c1=O
 : i, 31, i, 1.3
O=C(NCc1ccccc1F)C(=O)NCC1CCCN1S(=O)(=O)c1ccccc1 (configuration not stated)
 : i, 43, i, 0.8
CCN(C(=O)CN1CCCCC1)c1c(N)n(Cc2ccccc2)c(=O)[nH]c1=O
 : i, 38, i, 0.3
CCCC[C@@H]1C=C(C(=O)O)[C@H](c2ccc(Br)cc2)N1S(=O)(=O)c1ccc(C)cc1
 : i, 20, i, 2.1
CCC(C)Sc1ccc([C@H]2N[C@@](Cc3ccccc3)(C(=O)OC)[C@H]3C(=O)N(CC)C(=O)[C@@H]23)cc1OC (some centres not stated)
 : i, 16, i, 2.5
COc1ccc(S(=O)(=O)N2CCCCCC2)cc1C(=O)NCCc1ccc(F)cc1
 : i, 48, i, 1.3
CCCCCCSc1cc(-c2nc3ccc(C)cn3c2NCc2ccccc2)ccc1OC
 : i, 47, i, 3.2&1.6
COc1ccc(NC(=O)COC(=O)CN2C(=O)C3CC=CCC3C2=O)c([N+](=O)[O-])c1 (configuration not stated)
 : i, 54, i, 0.6
COc1ccccc1C(=O)NC(=O)CSc1nnc(N)s1
 : i, 34, i, 0.3
Cc1ccc(NC(=O)COC(=O)c2nn(-c3ccc(Cl)cc3)cc2O)cc1
 : i, 51, i, 1.8
COc1ccc(Cc2nnc(SCC(=O)Nc3cc(Cl)ccc3OC)[nH]c2=O)cc1
 : i, 50, i, 0.4
COc1cc(C(=O)NC2CCCC(C)C2C)ccc1OCC(=O)N1CCOCC1 (configuration not stated)
 : i, 24, i, 0.6
COc1ccc(CCC(=O)OCC(=O)NC(=O)c2ccc(Cl)cc2)cc1
 : i, 47, i, 0.7
Cc1ccc(S(=O)(=O)N2CCOCC2)cc1NC(=O)COC(=O)c1ccc(Cl)s1
 : i, 24, i, 0.5
NC(=O)C1CC(=O)N(c2ccc(OCC(=O)Nc3ccccc3F)cc2)C1 (configuration not stated)
 : i, 29, i, 0.7
COc1ccc(OC)c(S(=O)(=O)N2CCCC(C(=O)N3CCC(C(N)=O)CC3)C2)c1 (configuration not stated)
 : i, 58, i, 1.3
O=C(COC(=O)c1cccc(F)c1)Nc1ccc2c(c1)OCCO2
 : i, 69, i, 0.8
Cc1ccccc1NS(=O)(=O)c1ccc(C(=O)NCCCN2CCCC2=O)cc1
 : i, 13, i, 0.4
O=C(Cn1cnc([N+](=O)[O-])c1)c1ccc(Cl)cc1
 : i, 24, i, 1.3
Cc1[nH]c2ccccc2c1C(=O)C(C)OC(=O)c1ccccc1NCCO (configuration not stated)
 : i, 49, i, 0.6
Cc1nnc(NC(=O)c2cc(S(=O)(=O)N(C)C)ccc2N2CCCC2)s1
 : i, 36, i, 0.3
Cc1ccc(S(=O)(=O)N2CCN(C(=O)c3ccc4ccccc4n3)CC2)c(C)c1
 : i, 36, i, 1.5
O=C(c1cnn2c(-c3ccccc3)cc(-c3ccccc3)nc12)N1CCN(Cc2ccccc2)CC1
 : i, 27, i, 0.7
CC(C(=O)N1CCCC1)N(C)CC(=O)Nc1cccc(F)c1 (configuration not stated)
 : i, 35, i, 0.3
O=c1[nH]cc(S(=O)(=O)Nc2ccc3c(c2)OCO3)c(=O)[nH]1
 : i, 45, i, 1.0
Cc1ccc(C(=O)OC(C)C(=O)N(C)C2CCCCC2)cc1S(=O)(=O)N1CCCCC1 (configuration not stated)
 : i, 36, i, 0.2
CC1CCN(C(=O)CN2C(=O)NC(c3ccccc3)(c3ccccc3)C2=O)CC1
 : i, 38, i, 1.5
COC(=O)[C@]1(C)N[C@H](CN(C)C(=O)Nc2ccc(Cl)cc2)[C@@H]2C(=O)N(Cc3ccccc3)C(=O)[C@@H]21
 : i, 13, i, 1.3
COc1ccc(O)c(C(=O)c2cnn(C(=O)c3cccc(S(=O)(=O)N(C)C)c3)c2)c1
 : i, 56, i, 1.2

Among those listed so far, these contain two or more sulfur atoms.
Screens in order – T cell HTS, T cell HTS vesicle-bound %, Myeloid diff 2, Myeloid diff 2 GFP+ MAC1+ %
CC(C)c1ccc(CN2CCN(S(=O)(=O)c3ccc(Cl)s3)CC2)cc1
 : i, 21, i, 1.2
C[C@H](CO)N1C[C@H](C)[C@@H](CN(C)S(=O)(=O)c2ccc(F)cc2)Oc2ccc(NS(=O)(=O)c3cccs3)cc2C1=O
 : i, 17, i, 0.9
O=C(CCNS(=O)(=O)c1ccccc1C(F)(F)F)N1CCN(S(=O)(=O)c2cccc(F)c2)CC1
 : i, 33, i, 0.6
CCN(C(=O)COC(=O)c1ccc(C)c(S(=O)(=O)N2CCOCC2)c1)C1CCS(=O)(=O)C1 (configuration not stated)
 : i, 28, i, 0.8
CC(=O)Nc1ccc(S(=O)(=O)NCC(=O)OCC(=O)Nc2sccc2C(N)=O)cc1
 : i, 38, i, 0.4
O=C(O)CCNS(=O)(=O)c1cccc2nsnc12
 : i, 33, i, 1.5
CSc1ccccc1NC(=O)COC(=O)Cc1ccsc1
 : i, 45, i, 0.4
CNC(=O)c1ccsc1NC(=O)C1CCN(S(=O)(=O)c2cccs2)CC1
 : i, 43, i, 1.0
COc1ccccc1C(=O)NC(=O)CSc1nnc(N)s1
 : i, 34, i, 0.3
Cc1ccc(S(=O)(=O)N2CCOCC2)cc1NC(=O)COC(=O)c1ccc(Cl)s1
 : i, 24, i, 0.5
Cc1nnc(NC(=O)c2cc(S(=O)(=O)N(C)C)ccc2N2CCCC2)s1
 : i, 36, i, 0.3

Assay outcomes as filed in PubChem BioAssay.
